Assay outcomes (PubChem BioAssay)
TAAR1 ag = agonists of human TAAR1. CHO RD-HGA16 TAAR1, Fluo-8 calcium fluorescence; vehicle wells 0%, saturating PEA agonist 100%. actives 0.99% (n = 360,000). activation, % at 3 µM;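 active means activation above the mean activation of all test compounds in the run plus 3 SD, cut at about 38% in these data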
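System: CHO-derived RD-HGA16 cells with stable Gα16 and human TAAR1 / Times: 17-24 h plating, Fluo-8 75 min 37 °C, 30 min RT / Technique: calcium-sensitive Fluo-8 signal, excitation 470-495, emission 515-575 nm / Measure: % activation relative to PEA EC100 response / Benchmarks: DMSO and PEA EC100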
M4 antag = blocks acetylcholine activation of human M4 receptor | inhibition, % at 3 µM | CHO-hM4 cells, ACh EC80, Fluo-8 calcium fluorescence | P08173 | AID 624125 | actives 0.73% (n = 360,000);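 active means inhibition above its plate's cutoff, the mean inhibition of sample wells plus 3 SD, cut at about 27% in these data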;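 further: 0% = acetylcholine EC80 with DMSO and 100% = DMSO without agonist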
Target sequence (P08173 whole entry, looked up): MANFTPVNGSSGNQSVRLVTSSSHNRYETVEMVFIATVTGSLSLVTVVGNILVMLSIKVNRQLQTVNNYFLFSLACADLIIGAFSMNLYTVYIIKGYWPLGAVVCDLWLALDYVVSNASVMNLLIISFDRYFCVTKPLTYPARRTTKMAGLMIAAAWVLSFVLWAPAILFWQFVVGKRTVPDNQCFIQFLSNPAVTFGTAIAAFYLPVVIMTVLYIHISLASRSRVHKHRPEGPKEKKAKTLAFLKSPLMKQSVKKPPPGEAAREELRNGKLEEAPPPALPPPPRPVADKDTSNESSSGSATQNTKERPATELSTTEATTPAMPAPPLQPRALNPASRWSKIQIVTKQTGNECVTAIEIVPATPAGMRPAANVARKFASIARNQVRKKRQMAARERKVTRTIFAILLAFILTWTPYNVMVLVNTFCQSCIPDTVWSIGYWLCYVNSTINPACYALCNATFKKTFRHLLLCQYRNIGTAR
CHRM1 antagonist = antagonists of human M1 muscarinic receptor; P11229; CHO-K1 hM1, Fluo-8 calcium fluorescence, ACh EC80 antagonist; inhibition, % at 3 µM; actives 1.3% (n = 360,000);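 active means percent inhibition above its own plate's cutoff, namely the mean of that plate's compound wells plus 3 SD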;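 further: peak over basal fluorescence ratio during 140 s after agonist addition; 0% = ACh EC80 plus DMSO and 100% = DMSO alone without agonist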
Target sequence (P11229 whole entry, looked up): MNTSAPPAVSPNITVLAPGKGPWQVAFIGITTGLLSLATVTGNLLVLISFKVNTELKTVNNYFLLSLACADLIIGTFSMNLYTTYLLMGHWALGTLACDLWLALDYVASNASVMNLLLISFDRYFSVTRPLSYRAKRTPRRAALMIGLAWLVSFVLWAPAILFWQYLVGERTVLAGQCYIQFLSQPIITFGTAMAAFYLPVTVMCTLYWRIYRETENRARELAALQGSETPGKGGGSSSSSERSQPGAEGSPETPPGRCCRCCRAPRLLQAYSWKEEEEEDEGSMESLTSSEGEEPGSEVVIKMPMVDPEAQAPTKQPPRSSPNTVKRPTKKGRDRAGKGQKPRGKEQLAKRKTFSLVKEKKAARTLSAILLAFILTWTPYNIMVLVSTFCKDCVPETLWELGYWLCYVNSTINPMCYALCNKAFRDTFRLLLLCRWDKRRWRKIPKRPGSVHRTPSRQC
M1 ag = human M1 muscarinic receptor agonism; P11229; CHO-K1 hM1, Fluo-8 calcium fluorescence, agonist mode; 0% DMSO, 100% acetylcholine EC100; activation, % at 3 µM; actives 0.33% (n = 360,000);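 active means activation above the run's mean compound activation plus 3 SD, cut at about 16% in these data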;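 further: peak over basal fluorescence ratio within a 140 s kinetic read after compound addition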
M5 ag = agonists of human muscarinic M5 receptor (CHRM5) | P08912 | CHO-K1 hM5 cells, Fluo-8 calcium fluorescence; 0% DMSO wells, 100% maximal acetylcholine response | activation, % at 3 µM | actives 0.19% (n = 360,000);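 active means activation above the run's mean over test compounds plus 3 SD, cut at about 23% in these data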;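 further: signal is peak over basal fluorescence ratio across the kinetic read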
CHRM4 agonist = CHRM4 agonism in calcium assay | P08173 | CHO-K1 hM4/Gqi5, Fluo-8 calcium fluorescence; vehicle 0%, full acetylcholine response 100% | actives 0.14% (n = 360,000) | AID 624127 | activation, % at 3 µM;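 active means activation above the run mean over all test wells plus 3 SD, cut at about 32% in these data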;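 further: peak over basal fluorescence ratio per well then scaled between controls; 0% = DMSO wells and 100% = acetylcholine at EC100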
CHRM5 PAM = potentiates acetylcholine response at human M5 receptor | actives 0.3% (n = 360,000) | AID 624038 | P08912 | CHO-K1 hM5, Fluo-8 calcium, ACh EC20 PAM; 0% = ACh EC20, 100% = ACh EC100 | activation, % at 3 µM;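 active means activation above the run cutoff, the mean activation of all test compounds plus 3 SD, cut at about 18% in these data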
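System – CHO-K1 hM5 cells · Compound – 3 µM, single dose · Incubation – compound preincubation 140 s before EC20 acetylcholine addition · Technique – Fluo-8 calcium fluorescence · Measure – Max/basal fluorescence ratio as % of EC20–EC100 ACh window · Benchmarks – low control EC20 acetylcholine (0%), high control EC100 acetylcholine (100%) · Replication – singlicate, one well per test compound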
M1 PAM = potentiates human M1 receptor response to acetylcholine; P11229; CHO-K1 hM1, Fluo-8 calcium fluorescence, ACh EC20; 0% = ACh EC20, 100% = maximal ACh; activation, % at 3 µM; actives 0.088% (n = 360,000); AID 588819; in the data active means activation above about 19%, passing the limit was not always enough
M5 antag = antagonists of human muscarinic M5 receptor (CHRM5); CHO-hM5 cells, Fluo-8 calcium fluorescence, ACh EC80; inhibition, % at 3 µM; actives 0.59% (n = 360,000); P08912;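 active means inhibition above a per-plate cutoff, the mean of that plate's test compounds plus 3 SD, cut at about 27% in these data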;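 further: 0% = acetylcholine EC80 with DMSO and 100% = DMSO without agonist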
An asterisk follows results filed as active; . = no result given. The list is partial; rates above refer to the full screens.

SMILES	TAAR1 ag	M4 antag	CHRM1 antagonist	M1 ag	M5 ag	CHRM4 agonist	CHRM5 PAM	M1 PAM	M5 antag
CC(NC(=O)c1ccco1)C(c1cccs1)N1CCOCC1 (centres undefined)	1	-21	-20	-2	1	3	-2	8	2
O=C(NCC(c1ccco1)N1CCCCC1)c1ccc(S(=O)(=O)Nc2ccccc2Cl)cc1 (centres undefined)	3	10	4	-7	-10	4	-2	-15	-1
O=C(CN(Cc1ccc(F)cc1)C(=O)c1csnn1)NC1CCCC1	4	3	-8	-4	0	1	8	17	8
Cc1ccc(Cc2nnc(SCC(=O)Nc3ccc(C)cc3C)[nH]c2=O)cc1	0	-12	-1	-3	-2	0	-3	2	0
CCCOCC(O)CC(Cc1ccccc1)C(=O)NN (centres undefined)	1	-2	-16	-2	-1	1	3	7	6
CN(C)c1nc(N)c2nccnc2n1	0	-2	-5	-2	-1	0	0	5	9
O=C(CN1C(=O)c2ccccc2C1=O)OCc1nc2ccsc2c(=O)[nH]1	4	9	8	-2	1	1	-11	-7	11
COc1ccccc1NC(=O)CSc1nnc(-c2ccccc2)o1	9	-15	-10	0	3	5	-4	6	-3
CCCCSc1nnc(CCNC(=O)OC(C)(C)C)o1	2	0	21	-2	4	11	-4	-9	7
NC(=S)c1ccc[n+]([O-])c1	1	6	-5	-2	1	2	3	0	5
CC(Sc1nc2ccc(Br)cc2[nH]1)C(=O)O (centres undefined)	3	12	2	-4	0	0	-2	-2	-10
CC(=O)COc1ccc2c(c1C)O/C(=C\c1ccco1)C2=O	-1	14	-5	-4	-2	2	0	5	8
CCN1C(=O)C(=O)N(CC(=O)N(C)CC(=O)Nc2ccccc2Cl)C1=O	1	-1	-10	-1	1	1	5	9	6
COc1ccc(-c2nc3ccccn3c2C=O)cc1	2	-3	-3	-6	-2	1	2	1	-2
C=CCn1c(SCC(=O)Nc2sccc2C(N)=O)nc2sc(CC)cc2c1=O	9	6	15	-2	7	10	-10	-3	15
COC(=O)c1sc2cc([N+](=O)[O-])cc(SCC(C)C)c2c1N	11	5	2	4	4	2	-2	4	10
COc1ccc(OCc2nnc(NC(=O)Nc3ccc(F)cc3)s2)cc1	17	-2	-2	-3	0	2	-13	0	22
O=C(OCCN=C1NS(=O)(=O)c2ccccc21)c1cccc([N+](=O)[O-])c1	1	-1	-14	-2	-1	3	4	11	4
Cc1noc(C)c1CSCC(=O)Nc1ccccc1N1CCCC1	9	-12	-7	-2	4	1	-1	10	6
Cc1cc2c(cc1S(=O)(=O)N(C)c1ccccc1)n(C)c(=O)n2C	0	99*	-7	0	3	-2	-4	6	8

Shown bar-delimited: part of the list above
smiles | TAAR1 ag | M4 antag | CHRM1 antagonist | M1 ag | M5 ag | CHRM4 agonist | CHRM5 PAM | M1 PAM | M5 antag
Cc1noc(C)c1CSCC(=O)Nc1ccccc1N1CCCC1 | 9 | -12 | -7 | -2 | 4 | 1 | -1 | 10 | 6
Cc1cc2c(cc1S(=O)(=O)N(C)c1ccccc1)n(C)c(=O)n2C | 0 | 99* | -7 | 0 | 3 | -2 | -4 | 6 | 8
CCN1C(=O)C(=O)N(CC(=O)N(C)CC(=O)Nc2ccccc2Cl)C1=O | 1 | -1 | -10 | -1 | 1 | 1 | 5 | 9 | 6

Going on with the list.
SMILES	TAAR1 ag	M4 antag	CHRM1 antagonist	M1 ag	M5 ag	CHRM4 agonist	CHRM5 PAM	M1 PAM	M5 antag
CN(C)CCNC(=O)c1cc2c(s1)-c1ccc(Cl)cc1SC2	8	9	-16	-8	0	11	-9	9	17
CC(=Nc1ccccc1C)C1=C(O)CSC1=O	-1	-8	-35	4	4	1	0	24	-2
COc1ccc(C2(C(=O)NC3CCCCC3)CCOCC2)cc1OC	2	2	-18	-3	-2	0	-4	2	13
CN(NC(=O)/C=C/C(=O)O)c1ncc(C(F)(F)F)cc1Cl	6	6	5	-4	0	1	1	-4	9
Cc1ccc(C(=O)NCC(=O)Nc2ccc(Cl)cc2)s1	5	-7	-15	0	3	1	4	10	7
Cc1cccc(NC(=O)c2n[nH]c([N+](=O)[O-])c2Br)c1C	5	9	-2	7	9	12	-14	1	8
Cc1ccccc1C(=O)NNC(=O)CSc1nc(-c2ccccc2)cc(=O)[nH]1	3	-3	-5	-6	-3	0	-4	9	5
CCn1c(C)nc2cc(S(=O)(=O)N3CCCC3)ccc21	5	5	12	-2	1	7	-10	-16	5
O=C(COc1cccc2c1CCN(Cc1ccc(Br)cc1)C2=O)NCc1ccco1	2	-1	0	-5	-5	4	-14	-5	19
CC[C@@H]1C(c2cccc(Cl)c2)=NN(c2ccc(Br)cc2)[C@H]1C(=O)N1CCOC1=O	.	-9	-17	0	1	-1	-4	10	-10
COC(=O)c1cc(C(=O)NCC2CCCCC2)cc([N+](=O)[O-])c1	1	14	4	-4	1	2	-2	0	7
O=C(CCS(=O)(=O)c1ccccc1)Nc1nnc(-c2ccco2)o1	0	1	-7	-1	2	1	1	6	1
CCCCNC(=O)Nc1c(C(=O)OCC)[nH]c2ccccc12	0	-7	-27	-7	-3	0	-2	3	-2
O=c1cc(-c2ccc(O)cc2)oc2c(C3OCC(O)C(O)C3O)c(O)c(C3OC(CO)C(O)C(O)C3O)c(O)c12 (centres undefined)	0	0	-14	-3	0	1	-1	4	-1
CNC[C@H]1Oc2c(NS(=O)(=O)c3ccc(OC)cc3)cccc2C(=O)N([C@H](C)CO)C[C@H]1C	6	4	3	-8	1	1	1	-5	6
CC1Oc2ccccc2N(CC(=O)NCc2cccs2)C1=O (centres undefined)	8	3	0	-6	-4	2	2	1	10
CCOC(=O)[C@H]1[C@H]2COc3cc(OC)ccc3[C@@H]2N2C(=O)CN(Cc3ccccc3)C(=O)[C@@]12C	2	-1	-10	-2	4	2	-7	5	10
COc1cccc(Nc2ncccc2C(=O)O)c1	9	4	-6	0	3	0	4	6	-3
CCCCc1c(O)nc(SCC(=O)c2ccccc2)[nH]c1=O	3	12	-6	1	1	0	0	10	3
CC(=O)Nc1ccc(C(=O)CSc2nnnn2C2CCCC2)cc1	5	-16	-6	-5	0	3	4	10	-3

Full records as entered above. Order of screens: TAAR1 ag	M4 antag	CHRM1 antagonist	M1 ag	M5 ag	CHRM4 agonist	CHRM5 PAM	M1 PAM	M5 antag
CC[C@@H]1C(c2cccc(Cl)c2)=NN(c2ccc(Br)cc2)[C@H]1C(=O)N1CCOC1=O is listed with .	-9	-17	0	1	-1	-4	10	-10
CCCCSc1nnc(CCNC(=O)OC(C)(C)C)o1 is listed with 2	0	21	-2	4	11	-4	-9	7
CCN1C(=O)C(=O)N(CC(=O)N(C)CC(=O)Nc2ccccc2Cl)C1=O is listed with 1	-1	-10	-1	1	1	5	9	6
COC(=O)c1sc2cc([N+](=O)[O-])cc(SCC(C)C)c2c1N is listed with 11	5	2	4	4	2	-2	4	10

Other structures follow:
SMILES	TAAR1 ag	M4 antag	CHRM1 antagonist	M1 ag	M5 ag	CHRM4 agonist	CHRM5 PAM	M1 PAM	M5 antag
Cc1cccc(OC2CCN(Cc3nc(CC4CC4)no3)CC2)c1	1	-8	-12	-4	1	2	5	13	5
CN(C)Cc1c(C(=O)N/N=C/c2cccnc2)nnn1-c1nonc1N	6	1	-8	-2	-1	1	4	7	9
Cc1onc(-c2ccccc2)c1-c1ccnn1C(=O)NC(C)C	2	-6	-8	-7	-3	-1	12	10	-3
CC(C)NC(=O)N(C)C[C@H]1Oc2c(NS(=O)(=O)c3cccs3)cccc2C(=O)N([C@H](C)CO)C[C@@H]1C	1	3	1	5	1	1	1	10	10
Cc1c(CN2CCCCC2)c(O)n(CCCO)c(=O)c1C#N	13	-7	36*	7	3	2	1	-6	-1
COc1ccc(COCC(O)CN2CCC(CN3C(=O)c4cccc5cccc(c45)C3=O)CC2)cc1OC (centres undefined)	4	-5	-8	-11	-5	2	4	6	-12
C/C(=N/NS(=O)(=O)c1ccc(CC(C)C)cc1)c1ccncc1	2	1	17	3	5	10	-18	3	15
Cc1ccccc1CC(=O)N1CCN(S(=O)(=O)c2cccs2)CC1	1	9	16	-2	-3	2	-5	-6	9
Cc1ccc(/C=C/C(=O)N2CCN(c3ncccn3)CC2)o1	2	0	-8	-5	0	1	-3	4	-1
CC1Sc2ccc(C(=O)NCc3cccc(C(F)(F)F)c3)cc2NC1=O (centres undefined)	8	-4	4	-1	1	13	-7	-2	-4
CC1CCCN(S(=O)(=O)c2ccc(NC(=O)C3CC(=O)N(c4ccccc4)C3)cc2)C1 (centres undefined)	12	-4	19	-11	2	8	9	9	6
CC(=O)Nc1ccc(S(=O)(=O)N(C)CC(=O)Nc2cccc(S(=O)(=O)N3CCCC3)c2)cc1	1	-8	-15	-5	-1	3	-2	0	4
CN1CCN(c2ncnc3sc(-c4ccccc4)cc23)CC1	2	8	1	-9	-5	2	1	-1	0
CC(C)(C)NC(=O)C1c2ccccc2OCC(=O)N1CC(F)(F)F (centres undefined)	3	-12	.	.	-1	0	-6	.	4
Cn1cc(CN2CCC(n3nccc3NC(=O)c3ccccc3Cl)CC2)c2ccccc21	1	-6	-16	-1	-6	2	2	12	-3
COc1ccc(C(=O)OCC(=O)Nc2ccc3c(c2)OCCO3)c(OC)c1	-2	7	2	-2	2	1	-2	0	12
COc1ccc2[nH]c(=O)c(CN(C)C(=O)c3ccncc3)cc2c1	2	8	-13	-3	3	1	0	5	5
O=C(Nc1nnc(SCC(=O)N2CCCc3ccccc32)s1)c1ccc2ccccc2c1	1	9	5	-3	0	0	-2	2	-2
CCOC(=O)C1=C(C)NC2=C(C(=O)CC(C)(C)C2)C1c1cccc(C)n1 (centres undefined)	0	7	-2	-5	-4	-1	0	5	10

Random excerpt: two compounds from above.
SMILES	TAAR1 ag	M4 antag	CHRM1 antagonist	M1 ag	M5 ag	CHRM4 agonist	CHRM5 PAM	M1 PAM	M5 antag
CC(=O)Nc1ccc(S(=O)(=O)N(C)CC(=O)Nc2cccc(S(=O)(=O)N3CCCC3)c2)cc1	1	-8	-15	-5	-1	3	-2	0	4
CCOC(=O)C1=C(C)NC2=C(C(=O)CC(C)(C)C2)C1c1cccc(C)n1 (centres undefined)	0	7	-2	-5	-4	-1	0	5	10
